PI5P4Ka inh: PI5P4K alpha (human) kinase inhibition; AID 652105; max response, %; 330,000 compounds, 1.2% hits; P48426; PI5P4Kalpha enzyme, ADP-Glo luminescence, 60 min; hits give low values; active means max response of -50% or lower; inconclusive means between -30% and -50%; inactive means -30% or higher; further: value at the top dose of about 77 µM; on the % scale 0 is the no-effect control and ±100 the full control effect
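Controls without substrate or without enzyme flank wells where PI5P4Kalpha converts substrate using 5 microM ATP (final). Incubation lasts 60 minutes at room temperature; ADP formed is read by ADP-Glo luminescence.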
PLK1 PBD block: inhibitors of human PLK1 polo-box domain binding. P53350. Plk1 PBD binding of FITC phosphopeptide, fluorescence polarization. Potency, µM, inactives show max response, negative = inhibition, most hits filed as inhibitors. 360,000 compounds, 2.8% hits. AID 720504; further: potency means the concentration at half of the fitted maximal effect; series mostly up to about 57 µM; on the % scale 0 is the no-effect control and ±100 the full control effect; nearly all actives have a fitted effect of over 65% in size
WRN helicase inh: blocks human WRN helicase; WRN helicase unwinding, fluorescent forked duplex, kinetic; 360,000 compounds, 0.46% hits; Q14191; AID 651768; Potency, µM (series often up to 114 µM), inactives show top-dose activity change, negative = inhibition, actives largely listed as inhibitors; further: potency means the concentration at half of the fitted maximal effect; on the % scale 0 is the no-effect control and ±100 the full control effect; nearly all actives have a fitted effect of over 55% in size
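Fluorescence dequenching readout, ex 525 nm/em 598 nm, kinetic mode: forked duplex DNA (100 nM final) with adjacent fluorophore and quencher unwound by WRN (20 nM final) with 2 mM ATP. Compound preincubation 15 min, room temperature.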
EPAC1 antag: blocks human EPAC1 exchange factor. AID 720709. EPAC1 GEF assay, Rap1b-BODIPY-GDP exchange fluorescence. 360,000 compounds, 0.14% hits. Potency, µM (top dose mostly 115 µM), without a hit: at the highest dose activity change, negative = inhibition, hits mostly inhibitors;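 further: potency means the concentration at half of the fitted maximal effect; plate controls were vehicle for no effect and positive control for full effect; nearly all actives have a fitted effect of over 50% in size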
Target sequence (O95398 whole entry, looked up): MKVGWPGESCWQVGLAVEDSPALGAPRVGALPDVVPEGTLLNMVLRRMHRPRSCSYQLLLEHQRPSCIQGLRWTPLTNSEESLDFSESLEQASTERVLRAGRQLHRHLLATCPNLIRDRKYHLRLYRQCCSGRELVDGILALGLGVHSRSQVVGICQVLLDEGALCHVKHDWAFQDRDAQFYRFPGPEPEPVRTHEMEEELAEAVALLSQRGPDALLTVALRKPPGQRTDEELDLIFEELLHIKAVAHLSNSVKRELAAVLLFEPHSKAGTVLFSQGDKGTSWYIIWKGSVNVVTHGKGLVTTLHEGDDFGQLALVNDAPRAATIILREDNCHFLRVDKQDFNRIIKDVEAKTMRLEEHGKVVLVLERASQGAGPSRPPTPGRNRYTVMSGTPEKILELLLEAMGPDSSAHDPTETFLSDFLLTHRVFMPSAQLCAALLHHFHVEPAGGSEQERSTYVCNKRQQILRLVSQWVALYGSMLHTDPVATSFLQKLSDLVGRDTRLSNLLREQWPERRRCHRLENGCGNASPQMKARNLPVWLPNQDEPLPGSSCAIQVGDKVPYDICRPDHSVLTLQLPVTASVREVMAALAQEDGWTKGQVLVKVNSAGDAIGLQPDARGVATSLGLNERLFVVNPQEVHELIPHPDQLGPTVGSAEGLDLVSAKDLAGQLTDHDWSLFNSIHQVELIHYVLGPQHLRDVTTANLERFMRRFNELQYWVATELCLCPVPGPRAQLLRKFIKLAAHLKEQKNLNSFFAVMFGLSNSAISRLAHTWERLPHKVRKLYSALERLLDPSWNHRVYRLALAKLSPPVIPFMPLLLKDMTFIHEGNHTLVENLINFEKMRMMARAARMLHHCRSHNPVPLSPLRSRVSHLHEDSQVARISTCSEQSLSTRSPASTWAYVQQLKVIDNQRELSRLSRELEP
FUS yeast rescue: rescues growth of FUS-expressing yeast. S. cerevisiae FUS-expressing, growth rescue, OD600, 24 h. 390,000 compounds, 0.24% hits. Potency, µM (titrated, usually from 76.6 µM), for the others: at the top dose growth rescue (activation), usual class: activators. AID 1347120;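 further: potency means the concentration at half of the fitted maximal effect; plate controls were DMSO vehicle for no effect and reference control for full effect; nearly all actives have a fitted effect of over 55% in size; some results filed as inactive show a strong effect at the top dose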
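Restored growth of FUS-toxic S. cerevisiae, read as 600 nm absorbance after 24 h at 30C in galactose medium (starting OD 0.005). Controls CP55940 and DMSO.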
Abeta yeast res: A-beta toxicity reversal in yeast | yeast expressing A-beta42, growth rescue, OD600, 48 h; response scale: 0% DMSO, 100% iron-clioquinol control | Potency, µM (highest dose often 46.1 µM), without a hit: top-dose growth rescue, hits mostly activators | 410,000 compounds, 0.063% hits | AID 1347071; further: potency means the concentration at half of the fitted maximal effect; nearly all actives have a fitted effect of over 55% in size
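Yeast A-beta toxicity model in growth medium with pinned compounds, 48 h at 30 C; growth read as absorbance at 600 nm. Normalized to FeCl3/clioquinol equimolar mix (positive) and DMSO (negative).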
EPAC1 ag: EPAC1 (human) agonism; Potency, µM (titrated, usually from 154 µM), for the others: at the top dose activation, most hits filed as activators; EPAC1 agonist qHTS, biochemical assay; response scale: 100% = response to 6.5 mM cAMP; O95398; 360,000 compounds, 0.073% hits; further: potency means the concentration at half of the fitted maximal effect; nearly all actives have a fitted effect of over 60% in size
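Normalized to 6.5 mM cAMP, activity reflects EPAC1-catalysed release of BODIPY-GDP from Rap1B, followed kinetically over 30 min at 480 nm excitation, 540 nm emission. Reaction contained 100 nM EPAC1, 250 nM Rap1B-BODIPY-GDP, 50 uM GDP.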
IL-2 act: activators of IL-2. IL-2 activation reporter assay, cell-based qHTS; stimulated with anti-CD3/CD4/CD28 beads; in transgenic mouse T cells. activation, % (series mostly up to about 46 µM). 360,000 compounds, 0.065% hits. AID 652025; in the data active means activation above about 50%; inconclusive means mostly about 30% to 49%; further: 0% is about no effect
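Unstimulated transgenic mouse T cells preincubated 60 min with compound, then stimulated with anti-CD3/anti-CD4-coated beads plus anti-CD28 for 18 h at 37 degrees C. IL-2 response read as EGFP and DsRed fluorescence by plate cytometry.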
Active calls of the source: *; ? = inconclusive; / = no result given; [ ] = remark or other dose. Unless noted, the call rests on the fitted dose curve; in most records, active means well fitted curve in the direction sought with a large enough effect; inconclusive means small, poorly fitted or top-dose-only effect, or another doubt; inactive means no such curve, though single readings can be large; an effect the other way counts as inactive or inconclusive. Compounds were not picked by outcome; 4.1% or so of the library scored in one or more.

Molecule,PI5P4Ka inh,PLK1 PBD block,WRN helicase inh,EPAC1 antag,FUS yeast rescue,Abeta yeast res,EPAC1 ag,IL-2 act
Cc1cc(/C=N/NC(=O)c2ccc(O)cc2)c(C)n1C1CC1,-26.3,18.9µM*,4.1%[57.1 µM],?,11.7%,-11.5%,-8.8%,0.4
O=C(Nn1c(-c2ccccc2)nc2ccccc2c1=O)c1ccc([N+](=O)[O-])cc1,3.6,-7.6%,29.1%,8.2%,16.0%,-3.0%,7.3%,-0.3
O=C(CSCc1cc(=O)n2nc(C3CC3)sc2n1)Nc1ccc(F)cc1,4.9,-13.6%,9.4%,15.1%,1.2%,8.7%,0.1%,-1.1
Cc1ccc(S(=O)(=O)Nc2nc3c(s2)C(=O)CC(C)(C)C3)cc1,7.0,-14.8%,-4.2%,-16.8%,11.3%,-4.4%,3.6%,1.5
O=C(/C=C/c1ccccc1)NC(NC(=S)Nc1cc(Cl)ccc1Cl)C(Cl)(Cl)Cl (stereo not drawn),/,-4.7%,-4.4%,0.2%,-6.1%,9.7%,-4.1%,1.8
Cc1ccc(C)n1Cc1ccccc1Cl,2.1,-3.7%,-9.7%,-3.6%,12.6%,0.1%,0.7%,-0.2
OC(c1ccc(F)cc1)c1nc(-c2cnc3ccccc3c2)cs1 (stereo not drawn),2.3,-1.3%,0.5%,-12.0%,13.2%,-17.3%,4.4%,0.5
O=C(NCc1cccs1)c1noc2c1CCCC2,/,-11.8%,14.8%,-1.9%,44.3%,-12.2%,8.6%,2.3
Cc1ccc(CN(C)CC(=O)Nc2ccccc2C(=O)NC2CC2)o1,-2.8,-2.9%,-0.7%,-3.0%,-1.4%,-8.9%,-13.4%,0.6
O=C(Cc1cccc2ccccc12)NNC(=O)Nc1ccc(Cl)cc1,17.1,-1.8%,-9.3%,-3.6%,-11.8%,18.2%,13.0%,-4.6
CC1CCN(c2ccc(C(=O)NCc3ccco3)cc2[N+](=O)[O-])CC1,5.2,0.0%,-12.5%,-2.3%,?,2.0%,9.9%,-0.1
COC(=O)Cc1sc(-c2ccccn2)nc1-c1ccccc1,?,4.74µM*,7.3%,-24.1%,8.8%,-34.3%[inhibitor],5.0%,-3.4
CN(c1ccccc1)S(=O)(=O)c1cccc(Cl)c1Cl,-1.1,-10.3%,-13.6%,-3.9%,3.6%,16.7%,3.8%,-0.4
Cc1ccc(NC(=O)COC(=O)Cc2ccc(Br)cc2)cc1S(=O)(=O)N1CCOCC1,8.7,-9.1%,-8.8%,-19.0%,43.9%,10.8%,2.5%,0.3
CN(Cc1ccccc1)C(=O)C1CCN(S(=O)(=O)c2cccc3nonc23)CC1,3.4,-8.2%,-5.0%,14.7%,22.5%,12.9%,13.5%,-0.6
S=C(NC1CCCCC1)N1CCc2ccccc2C1,8.7,-3.4%,4.5%,-14.2%,/,8.1%,8.2%,-0.4
COc1ccc([C@H]2CC(=O)C=C(c3cc(Cl)cc(Cl)c3)C2)cc1,13.0,-8.9%,-9.7%,-6.8%,12.0%,-4.8%,-7.9%,0.2
CCN(CC(=O)N1CCN(Cc2ccccc2)CC1)S(=O)(=O)c1ccc(F)cc1,-1.5,4.4%,3.8%,4.7%,7.2%,-15.0%,-20.3%,0.9
CCN1C(=O)c2n[nH]c(C(=O)OC)c2C1=O,?,-2.1%,3.2%,-4.4%,-14.7%,3.7%,3.5%,-0.1
NC(=O)c1cccc(-c2cnc3c(Nc4cccc(OC(F)(F)C(F)F)c4)nccn23)c1,-2.4,4.4%,2.3%[57.1 µM],2.2%,33.9%,-2.1%,-9.4%,-0.4
COc1ccc(Cc2c(C(C)(C)C)nc3ccc(Br)cn23)c(C)c1,28.5,-1.8%,-7.2%,4.1%,-5.9%,6.8%,-10.8%,3.5
c1ccc(Cn2ncc3c(N4CCCCC4)ncnc32)cc1,1.7,-6.7%,0.6%,13.8%,1.9%,8.4%,-2.7%,-0.3
O=C(c1coc(=O)c(Br)c1)N1CCOCC1,?,?,?,-5.2%,-20.0%,0.6%,2.3%,-0.3
O=C(Oc1ccccc1C(=O)N1CCOCC1)c1ccc(F)cc1,0.0,4.1%,0.6%,3.3%,-0.1%,3.7%,3.9%,4.8
c1ccc(-c2csc(-c3ccc(-c4csnn4)cc3)n2)cc1,-1.2,10.6%,2.8%,-1.0%,-19.6%,7.1%,3.6%,-0.6
CC(C)CN(C(=O)COC(=O)c1ccc2ccccc2c1)c1c(N)n(Cc2ccccc2)c(=O)[nH]c1=O,3.4,-0.8%,-5.9%,-2.2%,5.3%,-1.7%,9.2%,16.9
C=CC(COCc1ccccc1)N(CC(=O)OC)S(=O)(=O)c1cc(Br)ccc1OC (stereo not drawn),13.5,2.4%,-12.4%,-1.8%,26.0%,1.3%,-3.0%,-0.6
Brc1ccc(-c2nnc3sc(CNC4CCCC4)cn23)cc1,-4.4,-18.9%,2.0%,-3.2%,-25.5%,-10.7%,11.4%,-2.5
COc1ccc(-c2csc(NC(=O)c3cc(C)on3)c2C#N)cc1OC,/,-12.4%,?,1.7%,39.3%,-13.8%,1.7%,-2.0
COc1ccc(C)cc1NC(=O)c1cc2ccccc2cc1OCC(=O)NCc1ccco1,-3.7,-0.2%,-0.6%,-0.1%,-10.9%,-7.6%,13.5%,0.7
O=C(O)C1CCN(S(=O)(=O)c2cccnc2)CC1,-7.3,-11.0%,-29.5%[57.1 µM],-2.1%,-30.8%,0.8%,-6.4%,2.0
COc1ccccc1C(=O)NC(=S)Nc1ccc(NC(=O)c2cccs2)cc1,0.1,-4.3%,-11.8%,-10.1%,/,9.3%,4.2%,0.5
Cc1ccc(C)c(-c2nnc(NC(=O)Cc3ccc(F)cc3)o2)c1,-3.4,-2.3%,0.3%,-29.4%,-13.9%,/,-10.7%,1.8
COc1cccc(/C=C/C(=C2\C(=O)N(c3ccccc3)N=C2C)c2ccc(Br)cc2)c1OC,7.9,?,9.2%,6.8%,-11.6%,-0.1%,0.7%,-0.5
Cc1ccc2cc(C3CC(c4cccs4)=NN3S(C)(=O)=O)c(Cl)nc2c1 (stereo not drawn),-7.2,3.9%,0.3%,10.3%,?,26.6%,-3.5%,-0.5
COc1ccc(CCCNC(=O)C2Cc3c(-c4cccc(C(N)=O)c4)ccnc3O2)cc1 (stereo not drawn),-10.3,-3.9%,5.5%[57.1 µM],-7.4%,10.0%,-5.3%,-12.4%,0.0
Cc1nn(CCCC(=O)NCCc2ccccc2)c(=O)c2nn(-c3ccccc3)c(C)c12,0.9,-18.9%,-10.6%,4.0%,13.9%,-5.0%,9.4%,0.3
CCCNC(=O)NC(=O)CSc1nncs1,-10.9,-7.9%,-9.5%,4.3%,16.4%,-9.5%,-6.4%,0.4
Cc1ccc(NC(=O)c2cccc(F)c2)cc1S(=O)(=O)N1CCCCCC1,2.7,-9.5%,-3.2%,?,-0.6%,23.5%,8.0%,0.5
COc1ccc(C(=O)NCCSCc2cccc(Cl)c2)cc1OC,3.4,-3.5%,-4.3%,-1.2%,17.1%,7.4%,16.8%,0.4
CCN1C(=O)[C@H]2[C@@H](c3ccc(-c4cccc(Cl)c4)c(OC)c3)N3CCC[C@@]3(C(=O)OC)[C@H]2C1=O,-1.9,-10.1%,-10.1%,-13.3%,36.7%,24.5%,-1.4%,-0.1
CCN1CCN(CC(=O)Nc2nc3ccc(C)cc3s2)CC1,5.6,-3.7%,16.1%,-12.1%,-3.3%,-16.5%,2.1%,-0.3
COc1ccc(OC)c(/C=c2\sc3nc(-c4cccs4)nn3c2=O)c1,-3.1,?,-12.8%,-4.4%,/,-34.4%[inhibitor],112µM*,-0.2
O=C(N/N=C/c1c[nH]c2ccccc12)c1ccn(Cc2ccc(Cl)cc2)n1,-6.7,-2.8%,-11.0%,-19.2%,19.0%,11.0%,20.7%,-0.2
CCC(=O)NCCc1nc2cc(NC(=O)c3ccc(Cl)cc3)ccc2n1C,0.4,-19.0%,3.2%,-18.5%,4.0%,-3.7%,4.6%,0.8
COc1cc(Nc2nc(-c3ccccc3)c3cc(C)ccc3n2)cc(OC)c1OC,2.4,?,-2.5%,-7.4%,30.6%,-47.8%[inhibitor],4.0%,-2.0
CCc1c(C)nc(SCC(=O)c2ccc(C)c(C)c2)[nH]c1=O,/,-6.5%,-4.7%,-2.9%,-5.2%,1.8%,10.2%,0.1
CC1=CC(C)[C@H](/C=N/n2c(=O)[nH]c3c([nH]c4ccc(Br)cc43)c2=O)C(C)C1 (stereo partly drawn),-0.4,-1.4%,-7.1%,-14.0%,-1.2%,25.1%,0.5%,3.7

The final 2 compounds of the part before are carried over, then new ones follow:
Molecule,PI5P4Ka inh,PLK1 PBD block,WRN helicase inh,EPAC1 antag,FUS yeast rescue,Abeta yeast res,EPAC1 ag,IL-2 act
CCc1c(C)nc(SCC(=O)c2ccc(C)c(C)c2)[nH]c1=O,/,-6.5%,-4.7%,-2.9%,-5.2%,1.8%,10.2%,0.1
CC1=CC(C)[C@H](/C=N/n2c(=O)[nH]c3c([nH]c4ccc(Br)cc43)c2=O)C(C)C1 (stereo partly drawn),-0.4,-1.4%,-7.1%,-14.0%,-1.2%,25.1%,0.5%,3.7
O=C1C2C3C=CC(C4CC34)C2C(=O)N1/N=C/c1ccc(-c2ccc(F)cc2[N+](=O)[O-])o1 (stereo not drawn),0.9,-3.0%,3.3%[57.1 µM],-17.8%,6.0%,-17.0%,-2.4%,1.1
CON(C)c1nc(OCCNC(=O)OCc2ccc(Cl)cc2C)nc(N(C)C)n1,/,-3.4%,0.9%,-2.0%,?,1.7%,11.5%,-1.3
CCCCN(C)CCNC(=O)c1c[nH]c2ccc(S(=O)(=O)N(CC)CC)cc2c1=O,-4.3,4.7%,-3.8%,-15.3%,/,-8.8%,6.0%,-0.4
CC(=O)NCCc1ccc(S(=O)(=O)NCc2ccc3c(c2)OCO3)cc1,/,-3.1%,-0.8%,8.2%,19.0%,12.8%,-0.1%,-0.2
Fc1cccc(CNCC2CCCO2)c1 (stereo not drawn),-2.9,-0.5%,-14.8%,2.4%,-12.5%,-0.7%,-2.2%,-0.3
N#CCC(=O)Nc1ccc(C(=O)NCC2(N3CCOCC3)CCCCC2)cc1,3.1,0.1%,6.5%,6.0%,-5.1%,9.8%,-16.1%,0.9

Screening results as filed in PubChem.
